# Cneo AK release: causes C. neoformans cell lysis; adenylate kinase release luminescence, 4 h; normalised: neutral wells 0, clomiphene wells 100; lysis activity, % at 15 µM; AID 651654; 360,000 compounds, 0.2% hits;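 active = mean lysis activity across replicates of at least 80%, whatever share of replicates individually reach that level; inactive = mean lysis activity below 80%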
#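 Assay system: C. neoformans cells. Amount: yeast cell density of 5 × 10^6 cells/mL. Technique: AK luminescence. Buffer or medium: YPD. Times: static 4 h at 37 °C with compound, 1 h detection. Dosing: single-point compound dose. Read-out: lysis from increased AK signal.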
# ERp5 block: ERp5 (human) disulfide isomerase inhibition. ERp5 insulin aggregation, absorbance 650 nm, 90 min. Q15084. 350,000 compounds, 0.05% hits. inhibition, % at 9.99 µM;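 active = mean replicate inhibition above about 25%, with every replicate also reaching it, limit read from the data, passing the limit was not always enough; inconclusive = only one of those two criteria met; inactive = neither criterion met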
# Target sequence (Q15084 whole entry, looked up): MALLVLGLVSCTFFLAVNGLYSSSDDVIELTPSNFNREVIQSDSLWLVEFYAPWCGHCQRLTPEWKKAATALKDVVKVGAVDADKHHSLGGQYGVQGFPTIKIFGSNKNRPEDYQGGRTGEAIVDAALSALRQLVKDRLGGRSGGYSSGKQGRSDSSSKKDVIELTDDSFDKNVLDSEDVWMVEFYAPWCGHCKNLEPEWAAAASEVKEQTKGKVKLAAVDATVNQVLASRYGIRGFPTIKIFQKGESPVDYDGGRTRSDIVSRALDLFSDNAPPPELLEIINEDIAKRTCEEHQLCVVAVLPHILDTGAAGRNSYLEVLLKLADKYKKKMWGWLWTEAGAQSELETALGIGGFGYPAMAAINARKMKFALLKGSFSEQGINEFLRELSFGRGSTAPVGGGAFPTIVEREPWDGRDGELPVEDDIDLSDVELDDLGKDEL
# SIRT5 block: sirtuin-5 (human) deacylase inhibition; Purified SirT5, succinyl-peptide AMC, trypsin-coupled fluorescence; Q9NXA8; 330,000 compounds, 1.1% hits; inhibition, % at 15 µM; AID 652115; in the data active = inhibition above about 15%; inconclusive = no clear call, values can overlap the other calls
# Target sequence (Q9NXA8 whole entry, looked up): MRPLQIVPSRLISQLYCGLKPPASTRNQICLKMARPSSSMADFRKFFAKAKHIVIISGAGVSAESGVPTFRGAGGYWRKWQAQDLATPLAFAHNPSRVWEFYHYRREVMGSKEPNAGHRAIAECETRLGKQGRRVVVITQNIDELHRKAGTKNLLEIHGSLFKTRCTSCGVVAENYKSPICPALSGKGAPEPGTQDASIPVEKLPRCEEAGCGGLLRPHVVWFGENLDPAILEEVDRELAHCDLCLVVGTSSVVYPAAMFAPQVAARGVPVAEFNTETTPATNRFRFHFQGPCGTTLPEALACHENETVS
# Statin myotox sup: suppressors of simvastatin-induced myotoxicity in C2C12 myotubes. rescue of ATP level, % at 7.49 µM. 330,000 compounds, 0.78% hits. ATP luminescence, 48 h; scaled: DMSO 0, geranylgeraniol control 100;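 active = mean ATP rescue above about 67%, or every replicate alone reaching that limit, limit read from the data, passing the limit was not always enough; inconclusive = no clear call, values can overlap the other calls; inactive = mean under the limit and some replicate under it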;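 also: myotubes were challenged with 10 µM simvastatin during compound exposure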
# esBAF inh: blocks esBAF chromatin remodeling in mouse ES cells; Bmi1-luciferase knock-in reporter, 24 h; 100% = twice the neutral-well signal; reporter increase, % at 12.5 µM; 350,000 compounds, 2% hits; AID 602393; in the data active = activation above about 40%; inconclusive = no clear call, values can overlap the other calls;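 also: 0% = median of the plate's neutral control wells and 100% = double that signal; a rise in the Bmi1 reporter signal indicates esBAF inhibition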
# miR122 inh: inhibitors of miR-122 in Huh7 cells; Huh7 miR-122 Renilla luciferase sensor, 48 h; neutral wells = 0, positive control = 100; activation (reporter increase), % at 12.5 µM; 340,000 compounds, 0.3% hits;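 active = mean replicate activation score at least 90 and every replicate individually at or above 90; inconclusive = only one of the two criteria met; inactive = neither criterion met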;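 also: higher luciferase means less miR-122 activity so hits act as miR-122 inhibitors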
# ARNT TACC3 PPI: disrupts binding between human ARNT and TACC3; Q9Y6A5; inhibition, % at 9.99 µM; 390,000 compounds, 0.66% hits; AlphaScreen His-ARNT PAS-B/GST-TACC3 binding, luminescence; TACC3 fragment carries E629A point mutation;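 active = mean inhibition of replicates at least 50% and at least half of replicates each reaching 50%; inconclusive = half or more replicates reach 50% but mean below 50%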;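 also: 0% = complete ARNT plus TACC3 wells and 100% = ARNT alone without TACC3; many hits fall short of the cut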
# * = called active by the depositor; ? = inconclusive; / = not tested or not shown; & = joins results of further samples; [ ] = remark or other dose.
1: CCN1C/C(=C/c2sccc2C)c2nc3ccccc3c(C(=O)O)c2C1
2: COc1ccc(C2=NOC(C(=O)Nc3cccnc3)C2)cc1 (configuration not stated)
3: CCOc1ccc(S(=O)(=O)N2CCOCC2)cc1NC(=O)CCOc1ccc(C(C)(C)C)cc1
4: CC(=O)COc1ccc2cc(-c3ccccc3)c(=O)oc2c1
5: COc1ccc(CCN2C(=O)CC(N3CCC(C(N)=O)CC3)C2=O)cc1OC (configuration not stated)
6: CCSc1nc(COC(=O)NC)c(COC(=O)NC)n1C
7: CC[C@@]1(C(=O)OC)N[C@H](CN(C)C(C)=O)[C@@H]2C(=O)N(C)C(=O)[C@@H]21
8: O=C(Nc1ccccc1C(=O)N1CCCC1)c1ncoc1-c1cccc(Cl)c1

Assay by compound	1	2	3	4	5	6	7	8
Cneo AK release	0	3	4	-1	/	/	-2	-2
ERp5 block	2	/	11	0	1	4	-1	0
SIRT5 block	0	/	-1	-2	-4	/	/	-1
Statin myotox sup	/	2	-37	-10	/	3	-2	-10
esBAF inh	/	1	-3	-30	/	-3	5	-1
miR122 inh	21	1	-2	-12	/	8	/	1
ARNT TACC3 PPI	7	31	-5	-3	-6	-2	-2	-6

# Reprinted from the part before: 3 entries; new compounds follow.
6: CCSc1nc(COC(=O)NC)c(COC(=O)NC)n1C
7: CC[C@@]1(C(=O)OC)N[C@H](CN(C)C(C)=O)[C@@H]2C(=O)N(C)C(=O)[C@@H]21
8: O=C(Nc1ccccc1C(=O)N1CCCC1)c1ncoc1-c1cccc(Cl)c1
9: O=C(NC1CCCCC1)C(c1ccccn1)N(C(=O)Cc1cccs1)c1ccc(Cl)cc1 (configuration not stated)
10: COc1ccc(C(=O)Nc2cc(-c3nn4c(C)nnc4s3)ccc2C)cc1
11: Nc1ncnc2c1ncn2[C@@H]1O[C@H](COP(=O)(O)OP(=O)(O)OP(=O)(O)O)[C@@H](O)[C@H]1O
12: O=C(Nc1ccc(Cl)c(C(F)(F)F)c1)[C@@H]1CC=C[C@@H]2CCN(Cc3ccc(Cl)c(Cl)c3)C(=O)[C@@H]21
13: CC(=O)Nc1cccc(Oc2ccc(-c3noc(C)n3)cc2)c1
14: C[C@@H]1CN([C@@H](C)CO)C(=O)c2cc(NS(=O)(=O)c3ccc(Cl)cc3)ccc2O[C@H]1CN(C)CC1CCCCC1
15: Cc1c(C)n(C)c2ccc(C(=O)NCCCN3CCCCC3C)cc12 (configuration not stated)
16: Cc1ccc(C)c(S(=O)(=O)N2CCN(C(=O)Cn3c(C(F)(F)F)nc4ccccc43)CC2)c1

Assay by compound	6	7	8	9	10	11	12	13	14	15	16
Cneo AK release	/	-2	-2	-1	0	-1	1	-2	-1	0	5
ERp5 block	4	-1	0	/	-4	1	2	/	1	6	/
SIRT5 block	/	/	-1	/	0	-5	-7	/	-3	0	/
Statin myotox sup	3	-2	-10	/	0	4	-29	6	22	-13	1
esBAF inh	-3	5	-1	5	0	-3	-8	72*	3	2	9
miR122 inh	8	/	1	7	-3	-12	-2	-11	2[16.7 µM]	0	0
ARNT TACC3 PPI	-2	-2	-6	2	-2	-5	/	-1	-8	7	2

17: O=C1C2Sc3[nH]c(=O)sc3C(c3ccccc3)C2C(=O)N1c1ccc(Cl)cc1 (configuration not stated)
18: COc1cccc(N2CC(C(=O)Nc3nnc(SCc4cccnc4)s3)CC2=O)c1 (configuration not stated)
19: CC(=O)Nc1ccc(-c2ccnc3c2CC(C(=O)Nc2cccc(N(C)C)c2)O3)cc1 (configuration not stated)
20: CC(C)CC(=O)N1CCN(S(C)(=O)=O)CC1
21: O=C(CN1C(=O)COc2ccccc21)NCCN1CCc2ccccc2C1
22: Nc1nccc(/C=C/c2c(Cl)cccc2Cl)n1
23: Cc1ccc(S(=O)(=O)N(C)C)cc1NC(=O)COC(=O)c1c(-c2ccccc2)noc1C
24: COc1ccc(OC)c(NC(=O)c2cc(-c3cc(F)ccc3OCC3CCCO3)n[nH]2)c1 (configuration not stated)

Assay by compound	17	18	19	20	21	22	23	24
Cneo AK release	1	/	-1	/	0	3	/	-2
ERp5 block	/	2	-2	/	-3	2	-4	0
SIRT5 block	/	3	6	/	-5	-3	-1	/
Statin myotox sup	7	/	1	-5	31	/	8	2
esBAF inh	-3	/	-1	-4	-1	/	0	-7
miR122 inh	0	/	2	-5	1	1	14	-5
ARNT TACC3 PPI	9	-10	/	-8	2	0	2	/

# In a second layout: 2 of the compounds above.
# Values in the order: Cneo AK release, ERp5 block, SIRT5 block, Statin myotox sup, esBAF inh, miR122 inh, ARNT TACC3 PPI
21	O=C(CN1C(=O)COc2ccccc21)NCCN1CCc2ccccc2C1
  0, -3, -5, 31, -1, 1, 2
22	Nc1nccc(/C=C/c2c(Cl)cccc2Cl)n1
  3, 2, -3, /, /, 1, 0

# Further structures
25: COc1ccc2nc(CC(C)(C)CC(=O)O)c[n+]([O-])c2c1
26: C=CCNC(=O)CN1C(=O)c2cccc3cccc1c23
27: O=c1ncn(-c2cccc(F)c2)c2ncccc12
28: COc1ccc(CCN2CCC(Nc3nc4ccccc4n3Cc3ccc(F)cc3)CC2)cc1
29: C#CCOCCOCCOCCNc1nc(N2CCN(C(=O)Cn3cc(CCO)nn3)CC2)nc(N2CCN(C(=O)[C@H](Cc3ccc(O)cc3)n3cc(CCO)nn3)CC2)n1
30: Cc1ccc(CNC(=O)C2CCN(S(=O)(=O)N3CCCCC3)CC2)cc1
31: COc1cc(C2CC(=O)Oc3cc(O)ccc32)cc(OC)c1OC (configuration not stated)
32: COc1ccc(C(=O)NCc2ccc(N3CCN(C(=O)OC(C)(C)C)CC3)cc2)cc1

Assay by compound	25	26	27	28	29	30	31	32
Cneo AK release	3	1	-2	5&4	-3	1	-3	-1
ERp5 block	/	3	/	14	-1	-3	5	/
SIRT5 block	/	0	/	0	/	-5	1	/
Statin myotox sup	/	3	-3	-106	11	25	3	-4
esBAF inh	0	-14	8	-5&-65	-7	0	-5	-4
miR122 inh	-3	/	2	1	0	-2	4	-2
ARNT TACC3 PPI	-8	-17	-4	3&14	-10	-15	-5	9

33: CCOC(=O)N1CCN(C(=O)C(NC(=O)c2ccc(CC)cc2)C(C)C)CC1 (configuration not stated)
34: Nc1ccc(S(=O)(=O)c2cc(O)c3ccccc3c2O)cc1
35: CCC(=O)N1CCCc2cc(S(=O)(=O)N3CCCc4ccccc43)ccc21
36: COc1ccc(-c2cnc3c(c2)C(=O)N([C@@H](C)CO)C[C@H](C)[C@@H](CN(C)C(=O)CN(C)C)O3)cc1
37: CO[C@@H]1CN(C)C(=O)c2cc(NS(=O)(=O)c3ccc(C)cc3)ccc2OC[C@H](C)N(C(=O)NC(C)C)C[C@@H]1C
38: Cc1cc(S(=O)(=O)N2CCCCC2CCNC(=O)C(=O)NCCN2CCOCC2)ccc1F (configuration not stated)
39: C[C@@H]1CN([C@H](C)CO)C(=O)c2cccc(NS(=O)(=O)c3ccc(F)cc3)c2O[C@@H]1CN(C)S(=O)(=O)c1cn(C)cn1
40: COc1ccc(C(=O)Nc2cccc(C(=O)Nc3cc(C)ccn3)c2)cc1

Assay by compound	33	34	35	36	37	38	39	40
Cneo AK release	3	/	-2	-2	0	2	0	-4
ERp5 block	/	1	/	-5	1	2	5	-3
SIRT5 block	/	6	/	-2	-2	/	-2	1
Statin myotox sup	2	/	12	6	10	-11	-13	-20
esBAF inh	-4	/	3	4	-2	-5	0	22
miR122 inh	-2	/	39	-6[16.7 µM]	/	-5	7[16.7 µM]	/
ARNT TACC3 PPI	0	7	4	-1	-3	/	3	-4

# Some of these compounds in order of their number in miR122 inh, falling:
entry	compound	ERp5 block	SIRT5 block	esBAF inh	miR122 inh	ARNT TACC3 PPI
35	CCC(=O)N1CCCc2cc(S(=O)(=O)N3CCCc4ccccc43)ccc21	/	/	3	39	4
33	CCOC(=O)N1CCN(C(=O)C(NC(=O)c2ccc(CC)cc2)C(C)C)CC1 (configuration not stated)	/	/	-4	-2	0
38	Cc1cc(S(=O)(=O)N2CCCCC2CCNC(=O)C(=O)NCCN2CCOCC2)ccc1F (configuration not stated)	2	/	-5	-5	/

# More results
41: Cc1cc(C)c(C#N)c(SCC(=O)Nc2ccccc2C(N)=O)n1
42: Cc1cc(OCC(O)CN2C(C)CCCC2C)ccc1C(C)C (configuration not stated)
43: CCCC(=O)Nc1ccc2c(c1)OC[C@H](C)N(CCC)C[C@H](C)[C@H](OC)CN(C)C2=O
44: O=C1/C(=C/c2cccs2)SC(=S)N1c1cccc(O)c1
45: CC1CCc2sc(C(=O)N3CCC(C(N)=O)CC3)cc2C1 (configuration not stated)
46: Cc1ccc2nc(SCC(=O)Nc3ccc(F)cc3F)[nH]c2c1
47: Cc1ccc(S(=O)(=O)N2CCC(C(=O)OC(C)C(=O)N3CCOCC3)CC2)cc1 (configuration not stated)
48: CCOC(=O)N1CCN(C(=O)C(=O)Nc2sc3c(c2C(N)=O)CC(C)(C)OC3)CC1

Assay by compound	41	42	43	44	45	46	47	48
Cneo AK release	-2	3	-1	/	-3	8	2	/
ERp5 block	/	?	-2	-5	-4	/	-13	-4
SIRT5 block	/	-3	-5	2	-1	/	2	-4
Statin myotox sup	-6	-5	11	10	0	-4	3	-3
esBAF inh	35	-3	-3	33	34	-4	-4	3
miR122 inh	18	5	/	-8	15	8	1	-2
ARNT TACC3 PPI	-3	-5	3	26	-51	/	6	-2

49: CSc1nc(-c2ccccc2)nc(NC(C)=O)c1C(C)=O
50: Cc1cc(C(=O)Nc2cccc3c2O[C@H](CN(C)S(=O)(=O)c2cn(C)cn2)[C@H](C)CN([C@H](C)CO)C3=O)n(C)n1
51: Cc1cc(C)n(-c2ncnc3c2oc2ccccc23)n1
52: O=C(OCC#CCSc1nc2ccccc2o1)c1cc2ccccc2o1
53: CCOc1ccc(C2/C(=C(\O)c3ccc4c(c3)OCCO4)C(=O)C(=O)N2CCN2CCOCC2)cc1OC (configuration not stated)
54: CCN(CCNC(=O)C1CCCN(S(=O)(=O)c2cnc[nH]2)C1)c1ccccc1 (configuration not stated)
55: COC(=O)CNC(=O)COC(=O)c1cc(F)c(F)cc1Cl
56: CN1C(=O)c2cc(NC(=O)C3CCCC3)ccc2OC[C@H]2O[C@H](CC(=O)O)CC[C@@H]21

Assay by compound	49	50	51	52	53	54	55	56
Cneo AK release	/	11	-1	0	0	-4	2	-1
ERp5 block	-2	-4	/	/	0	-8	/	-7
SIRT5 block	-3	-2	/	/	3	/	/	-2
Statin myotox sup	/	-23	-19	/	-4	0	/	1
esBAF inh	/	3	20	14	-2	-5	/	-1
miR122 inh	/	-2[16.7 µM]	-8	-4	/	0	-2	62[16.7 µM]
ARNT TACC3 PPI	-7	-7	3	21	-4	-9	-3	5

57: COc1ccc(S(=O)(=O)N(C)C[C@@H]2Oc3c(NS(=O)(=O)c4cn(C)cn4)cccc3C(=O)N([C@@H](C)CO)C[C@@H]2C)cc1
58: O=C(NCCC1=CCCCC1)C1CCC(CNc2c(N3CCCC3)c(=O)c2=O)CC1 (configuration not stated)
59: C=CCn1c(SCC(=O)c2c(C)[nH]c3ccccc23)nnc1-c1ccncc1
60: CC1Cc2ccccc2N1C(=O)Cn1cnc2ccccc21 (configuration not stated)
61: COc1ccc2nc(SCC(=O)Nc3c(C)cc(C)cc3C)[nH]c2c1

Assay by compound	57	58	59	60	61
Cneo AK release	6	/	/	/	2
ERp5 block	/	1	-2	-1	/
SIRT5 block	/	-4	0	-1	/
Statin myotox sup	-5	/	/	/	/
esBAF inh	2	/	/	/	-3
miR122 inh	4	/	2	/	-10
ARNT TACC3 PPI	3	0	/	2	4
